# Screening results from PubChem.
# BCLXL inh: inhibitors of human Bcl-xL | GST-Bcl-xL / FITC-Bim BH3 peptide fluorescence polarization | Q07817 | inhibition, % at 10.9 µM | actives 0.7% (n = 320,000);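 active = inhibition above the mean of all tested compounds plus 3 SD, cutoff set per campaign, cut at about 30% in these data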;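 note: 0% = DMSO wells and 100% = unlabeled Bim-BH3 peptide competitor; inhibitors lower millipolarization by displacing the labeled peptide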
# Target sequence (Q07817 whole entry, looked up): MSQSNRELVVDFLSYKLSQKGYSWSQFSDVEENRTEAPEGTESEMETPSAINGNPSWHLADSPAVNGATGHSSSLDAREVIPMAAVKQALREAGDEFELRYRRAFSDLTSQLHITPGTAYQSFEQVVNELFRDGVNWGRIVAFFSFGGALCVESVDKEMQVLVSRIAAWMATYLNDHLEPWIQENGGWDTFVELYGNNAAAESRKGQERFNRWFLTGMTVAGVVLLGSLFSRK
# CIT2-GFP yeast: alters CIT2-GFP fluorescence in TOR pathway yeast screen; S. cerevisiae CIT2-GFP strain, flow cytometry, 3 h; 100 means same as DMSO wells; actives 0.065% (n = 320,000); GFP response vs DMSO, % at 10 µM; AID 2029;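 active = GFP response relative to DMSO above a set limit, near the screen mean plus 3 SD, cut at about 150% in these data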;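 note: ratio of well median GFP fluorescence to mean of DMSO wells on the plate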
# Yeast superoxide: lowers age-related superoxide in aged yeast cells; S. cerevisiae aged cells, superoxide DHE fluorescence; stronger effect = lower value; actives 0.18% (n = 330,000); superoxide response (% of plate mean), % at 10 µM; AID 2690;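 active = superoxide response under a set limit, about three screen SD below normal, cut at about 65% in these data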;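 note: yeast aged for seven days with compound at 30 °C before DHE staining; 100% = average MFI of all compound-treated wells on the plate with controls excluded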
# AGP1-GFP MLPCN: yeast TOR pathway AGP1-GFP modulation; S. cerevisiae AGP1-GFP multiplex flow cytometry, 3 h; GFP as percent of DMSO wells; GFP response vs DMSO, % at 10 µM; actives 0.02% (n = 320,000); AID 2066;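 active = GFP response relative to DMSO above a set limit, near screen average plus 3 SD, cut at about 150% in these data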;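 note: median GFP channel fluorescence of the gated AGP1 strain per well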
# MEX-5 binding: C. elegans MEX-5 TCR-2 RNA binding activity. Q9XUB2. MEX-5/FITC-TCR2 RNA binding, fluorescence polarization; stronger effect = lower value. activity score (negative = inhibition of binding), % at 10 µM. actives 0.38% (n = 300,000). AID 1832;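 active = inhibition past about -25% in most replicates, and total fluorescence under double the plate's negative control median, limit read from the data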;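 note: 0% = DMSO and -100% = 5 µM competing unlabeled TCR2 RNA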
# Target sequence (Q9XUB2 whole entry, looked up): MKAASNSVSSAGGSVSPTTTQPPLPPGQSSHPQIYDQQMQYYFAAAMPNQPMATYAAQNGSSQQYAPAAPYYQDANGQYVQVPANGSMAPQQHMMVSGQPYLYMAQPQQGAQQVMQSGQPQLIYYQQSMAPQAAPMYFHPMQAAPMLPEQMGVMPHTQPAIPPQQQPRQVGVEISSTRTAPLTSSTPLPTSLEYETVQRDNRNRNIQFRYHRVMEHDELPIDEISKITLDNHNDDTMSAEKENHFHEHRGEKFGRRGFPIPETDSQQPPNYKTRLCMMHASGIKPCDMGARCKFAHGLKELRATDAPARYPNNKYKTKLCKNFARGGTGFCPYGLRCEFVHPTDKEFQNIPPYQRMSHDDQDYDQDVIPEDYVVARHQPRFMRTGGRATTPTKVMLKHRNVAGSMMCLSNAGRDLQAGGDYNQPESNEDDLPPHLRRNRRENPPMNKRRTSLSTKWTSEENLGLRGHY
# VLA-4 inh: inhibition in a human VLA-4 binding assay | P13612 | VLA-4 expressing cells, ligand binding flow cytometry | inhibition, % (about 7 µM as worked out from the volumes in the protocol) | actives 0.2% (n = 330,000); in the data active = inhibition above about 50%
# MCL1 BIM primary: inhibitors of human MCL1 binding to BIM-BH3 peptide; Q07820; GST-MCL1 / FITC-Bim-BH3 fluorescence polarization; inhibition, % at 10.9 µM; actives 0.68% (n = 320,000); AID 2057;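 active = inhibition above the mean inhibition of all tested compounds plus 3 SD, set per campaign, cut at about 40% in these data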;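 note: 0% = DMSO wells and 100% = unlabeled Bim-BH3 peptide control; higher means more loss of mP so more displacement of Bim peptide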
# Target sequence (Q07820 whole entry, looked up): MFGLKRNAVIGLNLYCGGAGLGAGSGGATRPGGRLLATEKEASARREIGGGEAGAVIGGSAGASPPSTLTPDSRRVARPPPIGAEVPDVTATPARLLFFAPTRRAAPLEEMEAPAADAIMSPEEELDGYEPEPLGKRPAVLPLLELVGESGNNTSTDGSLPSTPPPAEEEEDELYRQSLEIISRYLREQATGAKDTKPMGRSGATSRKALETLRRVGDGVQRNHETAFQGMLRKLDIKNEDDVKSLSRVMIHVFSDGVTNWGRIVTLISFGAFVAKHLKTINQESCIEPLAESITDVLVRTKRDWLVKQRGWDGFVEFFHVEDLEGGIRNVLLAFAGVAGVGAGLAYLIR
# GLD-1 TGE inh: GLD-1-TGE RNA interaction inhibition (C. elegans); actives 0.44% (n = 320,000); inhibition, % at 5.96 µM; AID 2280; purified GLD-1 + fluorescein TGE RNA, fluorescence polarization; Q17339;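 active = percent inhibition above a per-plate cutoff, the plate mean of test compounds plus 3 SD, cut at about 30% in these data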;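 note: 0% = DMSO wells with GLD-1 and probe and 100% = wells lacking GLD-1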
# GRK2 inh: human GRK2 inhibition via aptamer displacement; actives 0.59% (n = 330,000); inhibition of aptamer binding, % at 10 µM; bead flow cytometry, FAM-aptamer displacement from GRK2; AID 488847; P25098;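 active = inhibition of aptamer binding above 40%, roughly 3 SD of noise, on plates passing a quality check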;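 note: median bead fluorescence of bound FAM aptamer so fluorescent compounds give negative values; no value below 0 was filed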
# * marks the source's active call; other numbers are inactive results; i = inactive; · = no result given.
SMILES,BCLXL inh,CIT2-GFP yeast,Yeast superoxide,AGP1-GFP MLPCN,MEX-5 binding,VLA-4 inh,MCL1 BIM primary,GLD-1 TGE inh,GRK2 inh
COc1ccc(C(=O)O)cc1NC(=S)NC(=O)/C=C/c1ccc(C(C)C)cc1,7,98,120,97,-3.1,-1,4,1,1
COc1ccc(Nc2nc(-c3ccccc3)cs2)cc1,2,98,93,88,-0.7,-2,2,8,0
COc1ccc(C(=O)OCC(=O)Nc2cccc(C(C)=O)c2)cc1OC,1,93,98,94,-2.7,3,-7,-8,0
Cc1ccc(-n2c(O)c(C=NC3CCS(=O)(=O)C3)c3ccccc3c2=O)c(C)c1 (centres undefined),6,108,97,109,-0.3,-6,4,-8,0
CC(OC(=O)CNC(=O)C12CC3CC(CC(C3)C1)C2)C(=O)Nc1ncc(Cl)cc1Cl (centres undefined),3,99,87,99,1.6,2,6,3,7
Cc1cc(C)cc(N2C(=O)N(c3ccccc3C)C3CS(=O)(=O)CC32)c1 (centres undefined),5,·,98,91,-1.3,4,6,3,0
CCCCN1C[C@H](O)[C@@H](O)[C@H](O)[C@H]1CO,8,107,102,96,-1.7,-13,9,4,3
Cc1nc(SCC(=O)Nc2ccc3c(c2)OCCO3)nc(C)c1C,3,106,95,119,-1.8,-35,0,1,1
CCOC(=O)c1cccc(NC(=O)c2ccccc2C)c1,4,85,96,92,-0.2,14,1,-1,1
COc1c(Cl)cc(C(=O)NCc2ccco2)cc1Cl,3,101,96,99,0.4,17,0,-3,0
CCN(CC)CCNC(=O)c1cc2ccccc2nc1Cl,-2,108,108,83,-0.3,-4,1,8,0
COc1ccc(C(CNC(=O)c2ccc(-c3ccccc3)cc2)N(C)C)cc1OC (centres undefined),3,89,97,97,-1.8,7,8,0,0
CCN(CC)S(=O)(=O)c1ccc(S(=O)(=O)Nc2ccc(C(=O)N3CCCC3)cc2)cc1,6,95,117,101,-2.3,-11,13,0,0
COc1cc(NC(=O)C2CC(c3c(F)cccc3Cl)=NO2)cc(OC)c1OC (centres undefined),1,96,101,96,1.8,34,-2,4,0
O=C(NCc1ccc(Cl)cc1)c1cc2ccccc2oc1=O,·,100,103,101,-1.7,-7,·,·,0
COC(=O)CSc1nnc(CNc2ccc(OC)cc2)n1C,3,95,93,101,-3.7,-1,7,-5,1
C/C(=N\NC(=O)c1ccccc1)c1ccccc1Br,0,108,104,100,-1.1,14,-2,4,0
Cc1ccc(C2Nc3cccc4cccc(c34)N2)s1,51*,86,93,82,-1.6,0,61*,22,2
CNS(=O)(=O)c1ccc2c(c1)C(=O)c1cc(S(=O)(=O)NC)ccc1CC2,·,96,109,95,·,0,·,3,1
CCCc1ccc(OCC(O)CN2CCN(CCO)CC2)cc1 (centres undefined),3,111,90,106,0.5,-18,3,5,0
O=c1[nH][nH]cc1C=Nc1ccc(Oc2ccccc2)cc1,7,99,107,99,-3.9,-2,14,2,6
COc1ccc(-c2csc(NC(=O)COC(=O)c3ccc(Br)o3)n2)cc1,0,102,105,102,-1.5,-6,1,5,0
COc1cc(OC)cc(C(=O)N2CCN(C(=O)Cc3ccccc3)CC2)c1,4,90,94,92,3.6,-2,14,-1,0
COc1ccc(OC)c(NC(=O)c2cc(-c3cc(Cl)ccc3O)n[nH]2)c1,1,98,103,100,1.9,18,0,11,·
Cc1ccc(-n2nc(C(=O)N3CCN(C)CC3)c3c4ccccc4n(C)c3c2=O)cc1,4,91,102,101,0.2,5,3,4,0

# A section taken from the entries so far, as a working copy:
SMILES,BCLXL inh,CIT2-GFP yeast,Yeast superoxide,AGP1-GFP MLPCN,MEX-5 binding,VLA-4 inh,MCL1 BIM primary,GLD-1 TGE inh,GRK2 inh
COc1ccc(C(=O)O)cc1NC(=S)NC(=O)/C=C/c1ccc(C(C)C)cc1,7,98,120,97,-3.1,-1,4,1,1
COc1ccc(Nc2nc(-c3ccccc3)cs2)cc1,2,98,93,88,-0.7,-2,2,8,0
COc1ccc(C(=O)OCC(=O)Nc2cccc(C(C)=O)c2)cc1OC,1,93,98,94,-2.7,3,-7,-8,0
Cc1ccc(-n2c(O)c(C=NC3CCS(=O)(=O)C3)c3ccccc3c2=O)c(C)c1 (centres undefined),6,108,97,109,-0.3,-6,4,-8,0

# Continuation:
SMILES,BCLXL inh,CIT2-GFP yeast,Yeast superoxide,AGP1-GFP MLPCN,MEX-5 binding,VLA-4 inh,MCL1 BIM primary,GLD-1 TGE inh,GRK2 inh
Nc1nc(SCC(=O)NCC2CCCO2)[nH]c(=O)c1NC(=O)c1ccc(F)c(F)c1 (centres undefined),-1,108,101,96,0.8,3,4,-4,0
Cc1cc(CN2CCCC(N3CCc4ccccc4C3)C2)cc(C)c1O (centres undefined),6,105,105,107,1.8,17,18,8,0
Nc1nnc(-c2ccc(F)cc2)s1,-3,106,84,100,1.3,7,1,3,0
CC(NC(=O)COC(=O)C1CC1C)c1cccc(Cl)c1 (centres undefined),·,78,93,86,·,6,·,0,1
Cc1ccc(NC(=O)CN(C)C(=O)Cn2ncc(Cl)c(Cl)c2=O)cc1,0,101,100,100,0.0,24,-2,5,0
O=C(COC(=O)/C=C/c1cccc(Cl)c1)Nc1c(F)cccc1F,·,103,101,99,·,2,·,3,0
Cc1ccc(Cn2c(C(CO)Nc3nc(-c4ccc(F)cc4)cs3)nc3ccccc32)cc1 (centres undefined),2,·,·,·,3.5,·,7,3,·
CC(=O)[C@H]1CC[C@H]2[C@@H]3CCC4=CC(=O)CC[C@]4(C)[C@H]3[C@H](O)C[C@]12C,1,93,96,98,-3.1,7,9,-2,2
CCCCC(=O)Nc1ccc(NC(=O)C(C)C)cn1,1,100,103,102,0.2,12,-9,6,1
CCOc1ccc(NC(=O)CN(c2ccc(OC)cc2)S(=O)(=O)c2cccs2)cc1,-1,102,117,108,·,13,4,-3,4
O=C(CN1C(=O)S/C(=C/c2ccncc2)C1=O)N1CCOCC1,2,108,105,91,-0.8,4,2,-4,0
COc1ccc(O)c(C(=O)c2cc(C(=O)NCCc3ccccc3)c(=O)n(CCc3ccccc3)c2)c1,3,96,109,91,-0.6,12,3,5,0
Cc1cc(C)n2nc(C(=O)N/N=C/c3c4ccccc4cc4ccccc34)nc2n1,3,105,111,99,0.4,19,1,-33,0
Cc1ccc(CN(C)CC(=O)Nc2ccccc2C(=O)NC2CC2)o1,-8,91,123,98,·,-2,-5,7,3
Cn1cc(S(=O)(=O)c2ccccc2)c(=O)c2cc(F)c(N3CCOCC3)cc21,6,111,i,103,-3.3,1,3,2,1
Cc1ccc(NCC(=O)Nc2c(C)n(C)n(-c3ccccc3)c2=O)cc1S(=O)(=O)N(C)C,6,99,108,96,2.7,4,0,6,0
COc1ccc(CC(=O)OCC(=O)Nc2ncc(Cl)cc2Cl)cc1,22,99,109,97,0.2,2,26,7,3
CN(C)c1ccc(C(=O)NCC2CCCO2)cc1 (centres undefined),3,96,96,·,-1.3,8,12,7,2
CCCN(CCC)CCCNC(=O)c1cn(CC)c2ccc(S(=O)(=O)N3CCc4ccccc4C3)cc2c1=O,27,99,90,105,0.3,20,2,2,0
Cc1cc(C)c(S(=O)(=O)NCC(c2cccnc2)N2CCN(Cc3ccccc3)CC2)c(C)c1 (centres undefined),0,94,119,100,-6.2,12,3,-5,0
CC(=O)Nc1cccc(NC(=O)Cc2ccc3ccccc3c2)c1,5,96,104,95,0.1,3,3,0,0
CCOc1ccccc1/C=N/n1c(C2CCCCC2)n[nH]c1=S,-8,100,105,98,-0.1,7,-15,1,0
COc1ccc(NS(=O)(=O)c2cccc(C(=O)Nc3ccccc3C(=O)O)c2)cc1,7,115,100,112,-1.0,2,1,-1,1
CSc1sc(C(=O)O)c(C)c1C(C)=O,-2,110,96,110,1.5,9,-1,-2,3
CCCNc1nc(-c2cc(-c3ccc(Cl)cc3)on2)cc(C(C)C)n1,7,94,97,99,1.4,7,1,5,0
# Carrying on.
SMILES,BCLXL inh,CIT2-GFP yeast,Yeast superoxide,AGP1-GFP MLPCN,MEX-5 binding,VLA-4 inh,MCL1 BIM primary,GLD-1 TGE inh,GRK2 inh
Cc1nc2ccc(NC(=O)Cc3ccc4c(c3)OCCO4)cc2s1,2,99,92,95,·,10,-19,-4,0
O=C(CSc1ccc2nnc(-c3cccc(F)c3)n2n1)NCC1CCCO1 (centres undefined),7,100,87,·,3.1,-2,7,-1,0
CC1=C(C#N)C(c2cccnc2)C2=C(CCCC2=O)N1 (centres undefined),10,102,101,100,·,-5,3,0,0
O=c1[nH]ccc2c(O)cccc12,0,101,101,91,-0.1,-9,-3,5,0
CCn1cnc2cc(NCc3ccc(OC)cc3)ccc21,9,85,105,92,-5.0,-5,17,4,3
CCCn1ncc(CN2CCC(n3nccc3NC(=O)c3ccccc3OC)CC2)c1C,·,90,84,89,-0.3,0,·,·,0
CC(=O)c1ccccc1C(=O)N1CCCC(CNC(=O)c2ccccc2Cl)C1 (centres undefined),5,97,76,98,0.6,11,4,1,0
COc1ccc(C(=O)N2CC(=O)N(CCc3ccccc3)C(=O)C2)cc1OC,0,108,101,95,2.3,9,-11,5,0
O=C1c2ccccc2C(=O)N1Cc1ccccn1,4,106,97,106,-1.6,3,6,5,0
CCOc1ccc(N2CC(C(=O)NCCc3ccc(S(N)(=O)=O)cc3)CC2=O)cc1 (centres undefined),-2,98,92,103,2.2,6,-1,-6,3
Cc1ccccc1C(N)c1ccncc1 (centres undefined),2,103,84,97,-0.9,6,7,6,5
Cc1ccc(Cc2cncc(O)c2)cc1S(=O)(=O)O,4,86,90,98,-0.1,-6,10,5,0
COc1ccc(S(=O)(=O)NCC(c2cccnc2)N2CCN(Cc3ccccc3)CC2)cc1 (centres undefined),5,110,111,104,-2.9,8,6,4,0
Cc1cc(C)n(-c2c(F)c(F)c(CN3CCCCC3)c(F)c2F)n1,7,104,105,98,0.6,9,3,-2,0
N#Cc1ccsc1NC(=O)CCS(=O)(=O)c1ccccc1,5,101,95,105,1.0,-21,1,1,0
CCc1ccc(-n2c(Cc3ccccc3)n[nH]c2=S)cc1,-4,94,124,90,0.7,0,-6,0,0
COC(=O)Cn1c(=NC(=O)c2nc3ccccc3s2)sc2cc(S(C)(=O)=O)ccc21,8,·,98,·,0.6,11,2,-4,0
O=C1S/C(=C\c2cccs2)C(=O)N1c1ccc(O)cc1,6,99,109,95,-3.3,8,4,-2,1
Cc1ccc(-n2c(-c3ccco3)nc3nc4ccccc4nc32)cc1F,2,99,99,96,-2.9,-14,2,-3,1
CCC(=O)N1CCCc2cc(S(=O)(=O)N3CCN(c4ccccn4)CC3)ccc21,4,96,105,96,0.9,-7,0,2,4
COc1ccc(O)c(-c2nc(N)nc(N)n2)c1,4,99,83,64,·,18,-2,-4,9
CC(C)(O)c1[nH]c2ccc(C#N)cc2c1C(C)(C)O,7,94,107,82,-3.2,30,1,-9,1
OCCN1CCN(C(=S)c2ccc(Cl)cc2)CC1,4,98,106,·,0.6,0,0,3,0
CSc1nc2nccc(-c3ccc4c(c3)OCO4)n2n1,1,93,113,95,-0.5,21,2,5,0
Cc1cc(C)cc(OCCn2nnc3ccccc32)c1,4,93,97,94,1.6,8,7,-1,6
O=C(/C=C/c1ccc(Cl)cc1Cl)N1CCN(c2ccc([N+](=O)[O-])c(N3CCOCC3)c2)CC1,2,96,101,105,2.6,-8,3,-3,6
COC(=O)c1cc(Br)c(=O)n(-c2cc(C)on2)c1,1,91,86,91,0.3,-1,-3,3,4
